# Myeloid diff 2 – promotes myeloid progenitor differentiation. ER-HoxA9 myeloid progenitors, lysozyme-GFP differentiation, flow cytometry. calls only at 10 µM. hit rate 1% among 360,000;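 active means normalized GFP-positive differentiation at or above the plate's own cutoff, the solvent-only control mean plus 3 SD; inconclusive means no clear call, values can overlap the other calls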;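 further: cells exposed to compound for four days before flow analysis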
# KOR beta-arrestin-1 – kappa opioid receptor activators – cell-based, luminescence, uHTS, primary screen (AID 1777). hit rate 0.02% among 280,000. KOR beta-arrestin recruitment, luminescence; higher % means a stronger effect. activation, % at 10 µM; hits with a dose series show EC50 in µM; in the data active means activation above about 50%, passing the limit was not always enough; further: a part of the inactive calls stands beside numbers as strong as those of hits
# T cell HTS – T cell immune modulation candidate | 2C CD8+ T cell-vesicle binding, flow cytometry; stronger effect = lower value | calls only at 7 µM | hit rate 0.068% among 330,000 | AID 2052;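 active means response, share of CD8 T cells binding vesicles, and their 90th percentile fluorescence all below set limits, cut at about 80% in these data, passing the limit was not always enough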
#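 material = purified 2C TCR transgenic mouse naive CD8+ T cells | controls = Unloaded micro-vesicles (low), QL9 vesicles with 0.7% DMSO (high) | detection = cytometric PE anti-B7-1 and Alexa647 anti-CD8 signals after 1% paraformaldehyde fixation | incubation = binding step 1.5 h, 37 °C, antibody labelling 20 min, ice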
# KOR beta-arrestin-2 – kappa opioid receptor blockers – cell-based, luminescence, uHTS (AID 1778). KOR beta-arrestin recruitment, luminescence, antagonist mode; higher % means a stronger effect. one-dose inhibition, % at 10 µM; IC50 in µM for titrated hits. hit rate 0.091% among 290,000; further: strong numbers were not always called active
# GPR55 beta-arrestin – GPR55 agonists via beta-arrestin recruitment, primary screen, imaging, U2OS cells, beta-arrestin-GFP redistribution (AID 1961); U2OS GPR55 beta-arrestin-GFP redistribution imaging; higher % means a stronger effect; activation, % at 10 µM, or EC50 in µM where a hit was titrated; hit rate 0.048% among 290,000;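 active means activation above 40% with more than 50 cells counted in the well; inconclusive means wells holding fewer than 50 cells, flagged as toxic or sparse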;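 further: U2OS osteosarcoma cells stably expressing GPR55 and beta-arrestin-GFP; plate controls were DMSO negative control for no effect and LPI positive control for full effect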
# NTR1 agonist – agonists of NTR1, primary screen, imaging, U2OS cells, beta-arrestin-GFP, high content (AID 493036) | P30989 | NTR1-U2OS beta-arrestin-GFP spot imaging, agonist mode | activation, % at 20 µM | hit rate 0.17% among 330,000;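 active means activation at or above 40% of the spot to cytoplasm intensity ratio, with at least 20 cells analyzed; inconclusive means wells under 20 cells, flagged as cytotoxic or low count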;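 further: 0% = DMSO without peptide and 100% = 100 nM NTR1 peptide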
# Target sequence (P30989 whole entry, looked up): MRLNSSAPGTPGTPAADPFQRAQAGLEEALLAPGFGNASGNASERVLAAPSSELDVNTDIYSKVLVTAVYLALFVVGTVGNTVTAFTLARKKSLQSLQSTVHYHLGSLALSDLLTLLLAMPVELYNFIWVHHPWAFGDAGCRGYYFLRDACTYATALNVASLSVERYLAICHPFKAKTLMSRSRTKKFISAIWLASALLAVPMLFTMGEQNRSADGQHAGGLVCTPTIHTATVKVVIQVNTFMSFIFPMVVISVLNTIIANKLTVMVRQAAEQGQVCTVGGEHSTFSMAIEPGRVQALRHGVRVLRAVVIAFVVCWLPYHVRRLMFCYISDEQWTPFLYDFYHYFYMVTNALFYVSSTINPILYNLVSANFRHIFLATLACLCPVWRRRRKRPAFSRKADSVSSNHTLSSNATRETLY
# NOD1 inhibition – NOD1 signaling inhibitors, primary screen, cell-based, luminescence, uHTS (AID 1578); one-dose inhibition, % at 4 µM; EC50 in µM for titrated hits; hit rate 1% among 290,000; NOD1-driven NF-kB luciferase reporter cells, luminescence; higher % means a stronger effect; in the data active means inhibition mostly above about 36%, no sharp cut-off; inactive means mostly below about 34%;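 further: HEK-293T reporter cells stimulated with the NOD1 agonist gamma-tri-DAP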
# NOD2 inhibition – inhibition of NOD2-driven NF-kB reporter – cell-based, luminescence, uHTS, HEK293 (AID 1566) | HEK293 NOD2/NF-kB luciferase reporter, luminescence; higher % means a stronger effect | one-dose inhibition, % at 4 µM; EC50 in µM for titrated hits | hit rate 0.63% among 290,000; further: many of its hits are not listed in these tables
# GPR55 antagonists – inhibition of LPI-stimulated GPR55 beta-arrestin translocation – imaging, U2OS, beta-arrestin-GFP, LPI agonist, primary screen (AID 2013). U2OS GPR55 beta-arrestin-GFP translocation imaging, LPI antagonism; higher % means a stronger effect. inhibition, % at 10 µM; hits with a dose series show IC50 in µM. hit rate 0.13% among 290,000;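 active means spots per cell inhibited over 60%, with over 100 cells counted and total cytoplasm intensity under 500,000; inconclusive means wells with under 100 cells, flagged as likely toxic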;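 further: U2OS cells stably carrying GPR55 and arrestin-GFP stimulated by 5 µM LPI near EC80; imaged beta-arrestin-GFP aggregate spots per cell after agonist stimulation; plate controls were LPI-stimulated DMSO wells for no effect and DMSO wells without LPI for full effect; some results filed as inactive read as strong as hits; confirmed hits need IC50 under 10 µM and bright autofluorescent wells are also inconclusive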
# T cell HTS vesicle-bound % – further read-out of T cell HTS, marked with its call; double positive events, %; measured here: CD8+ vesicle-bound cell fraction;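 binding gate set so that unloaded-vesicle control wells show 10% double positive cells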
# NTR1 agonist cell count 20 µM – second read-out of NTR1 agonist, no call of its own (marks repeat the call); cell count; measured here: cell count, cytotoxicity flag
# Myeloid diff 2 GFP+ MAC1+ % – second read-out of Myeloid diff 2, no call of its own (marks repeat the call); GFP+ MAC1+ double positive, %; measured here: differentiation confirmed by MAC1 staining
# Starred values were filed as active, the others as inactive; i = inactive; ? = inconclusive; . = no result given; [ ] = remark or other dose. Unless noted, no stated cut-off is given here; in the data, active means inhibition above about 50%; inactive means the rest. Only part of the results is shown, so the mix of outcomes need not match the whole.
SMILES,Myeloid diff 2,Myeloid diff 2 GFP+ MAC1+ %,KOR beta-arrestin-1,T cell HTS,T cell HTS vesicle-bound %,KOR beta-arrestin-2,GPR55 beta-arrestin,NTR1 agonist,NTR1 agonist cell count 20 µM,NOD1 inhibition,NOD2 inhibition,GPR55 antagonists
O=C(CC(=O)N/N=C/c1ccccc1O)NCc1cccnc1,i,0.4,-2.5%,i,7,13%,?,-0.4,57,-24%,-49%,0%
CC(C)NC(=O)NC(=O)CN1c2cccc3cccc(c23)S1(=O)=O,i,1.3,-2.4%,i,60,0%,-0.1%,2.1,83,-6%,14%,1%
CC(C)(C)N=C1NC(=NC(C)(C)C)c2ccccc21,i,7.3,-2.1%,i,32,-28%,0.6%,8.0,48,-34%,5%,2%
CC(C)(C)C(=O)Cn1nc(Cl)nc1Cl,i,0.5,2.2%,i,20,-19%,0.1%,-0.6,49,-47%,-1%,-4%
COc1ccc(N2C(=NC(=O)C3CCCCC3)SC3CS(=O)(=O)CC32)cc1Cl (configuration not stated),i,3.0,-1.6%,i,3,27%,0.2%,-0.2,56,-31%,-4%,-1%
COc1ccc(OC)c(NC(=O)CSc2nnc(C)n2Cc2ccccc2)c1,i,13,-5.7%,i,46,-16%,-0.2%,-1.4,53,-7%,10%,3%
O=c1[nH]c2ccc(NS(=O)(=O)c3ccc4ccccc4c3)cc2[nH]1,i,0.3,-1.0%,i,40,15%,0.1%,1.8,62,-17%,10%,0%
COc1ccc(NC(=O)C23CC4CC(C2)CC(n2cnc(Br)n2)(C4)C3)c(OC)c1,i,1.8,-1.8%,i,20,-58%,0.3%,-2.3,50,30%,7%,-11%
Cc1cc(=O)oc2c3c(cc(OCC(=O)NCc4cccnc4)c12)OC(C)(C)CC3,i,2.2,.,i,23,-24%[20 µM],-0.1%,-1.3,95,1%,17%,4%
O=C(NCc1ccc(F)cc1)c1ccc(Cl)c(NC2=NC3CS(=O)(=O)CC3S2)c1 (configuration not stated),i,2.3,-2.8%,i,16,20%[20 µM],-0.1%,2.5,59,12%,3%,0%
COc1ccc(OC)c(N(CC(=O)Nc2ccc3c(c2)OCO3)S(=O)(=O)c2ccccc2)c1,i,0.6,-3.1%,i,4,35%,-0.3%,-1.1,75,-9%,-28%,8%
COCCCNC(=O)c1c(N)n(/N=C/c2ccccn2)c2nc3ccccc3nc12,i,1.5,5.7%,.,.,-63%,0.2%,22,64,6%,-37%,-6%
COc1ccc(CNC(=O)C2CSC(c3ccc(OC)cc3)N2C(C)=O)cc1 (configuration not stated),i,1.2,-5.3%,i,50,-2%,-0.2%,-3.5,43,2%,5%,-10%
CCC(=O)Nc1ccc(NC(=O)CSc2nc3cc4c(cc3cc2C)CCC4)cc1,i,6.5,5.2%,i,26,-6%,0.0%,3.2,33,-8%,-23%,-11%
O=C1/C(=C\c2ccc([N+](=O)[O-])cc2)CCc2ccccc21,i,0.1,-0.1%,i,56,15%,0.4%,2.4,79,47%,-62%,10%
CCC(C)c1ccc(NC(=O)C2CC2)cc1 (configuration not stated),i,0.8,-2.0%,i,28,22%,-0.1%,-1.0,78,-15%,-9%,4%
COC(=O)c1sccc1NC(=S)N1CCN(c2ccccc2F)CC1,i,0.6,4.2%,i,37,-8%,0.4%,1.7,53,-39%,-3%,10%
C/C(=N\Nc1cc(C)nc(NCc2ccccc2)n1)c1ccc([N+](=O)[O-])cc1,i,0.6,-1.7%,i,32,-3%,-0.3%,4.9,53,4%,13%,8%
O=C(c1cc(-c2ccccc2O)on1)N1CCc2ccccc2C1,i,1.3,10%,i,65,5%,-0.2%,2.9,50,-30%,-31%,16%
COc1ccc(Cl)cc1NC(=O)C1CC(=O)N(c2ccc(F)cc2)C1 (configuration not stated),i,1.0,-0.1%,i,8,-6%,-0.1%,-1.2,43,-31%,0%,18%
O=C1CC(c2ccccc2Cl)C2=C(COC2=O)N1 (configuration not stated),i,1.6,2.2%,i,51,-15%,0.0%,-1.6,81,-21%,4%,-45%
CC(C)C(C)(C#N)NC(=O)CSc1nc(C2CCCCC2)n(-c2ccccc2)n1 (configuration not stated),i,0.7,3.5%,i,50,13%,-0.4%,2.8,41,-4%,1%,6%
Cc1c(OCC(=O)NCCN2CCOCC2)ccc2c(-c3ccccc3)cc(=O)oc12,i,2.4,0.4%,i,12,-39%,0.2%,0.3,75,-1%,25%,14%
COc1ccc(C(CC(=O)N2CCCCC2)c2c(OC)cc(OC)c3c(-c4ccccc4)cc(=O)oc23)cc1 (configuration not stated),i,1.3,4.3%,i,53,14%,0.8%,2.7,66,-7%,11%,6%
C/C(=N\NC(=O)c1nnn(-c2nonc2N)c1CSc1ccc(Cl)cc1)c1ccco1,?,.,4.2%,i,11,-1%,-0.1%,-0.3,66,-26%,4%,13%
COCCn1nnnc1C(c1ccc(OC)cc1)N1CCN(C(=O)c2ccco2)CC1 (configuration not stated),i,2.0,-0.4%,i,29,-27%,-0.2%,-1.8,49,-29%,3%,5%
CSCc1ccc(C(=O)Nc2cccc(C)c2C)cc1,i,0.6,5.6%,i,51,-28%,-0.3%,0.4,59,-36%,-63%,6%
NC1=CC(=O)c2cccc3cccc1c23,.,.,1.6%,i,22,-47%,0.0%,-1.4,76,8%,15%,6%
Fc1ccc(OCc2nc(-c3ccncc3)n[nH]2)cc1,i,0.3,2.4%,i,65,-60%[20 µM],-0.1%,0.2,30,-2%,-7%,2%
Cc1ccc(S(=O)(=O)NC2CCCCC2)c(C)c1NS(C)(=O)=O,i,0.0,-3.2%,i,44,-11%[20 µM],0.2%,-1.4,26,0%,15%,12%
COc1ccc(C(=O)NCCc2nnc3ccc(SCC(=O)N4CCCCC4)nn23)cc1,i,0.3,0.8%,i,68,-5%,-0.1%,-0.8,74,-22%,2%,0%
CN1CCN(S(=O)(=O)c2ccc(NC(=O)C(C)(C)C)cc2)CC1,i,0.5,27%,i,8,-6%,-0.1%,0.4,75,3%,-5%,0%
O=C1c2ccccc2CN1C(CO)Cc1ccccc1 (configuration not stated),i,0.4,-1.1%,i,48,-4%,-0.1%,0.6,102,3%,10%,0%
Cc1ccc(CCCNC(=O)C2CCC(=O)N(Cc3cccc(F)c3)C2)cc1 (configuration not stated),?,.,14%,i,3,-10%,0.2%,0.7,65,-10%,17%,6%
N#Cc1cccc(NCC(=O)Nc2ccc3c(c2)OCCO3)c1,i,0.7,-4.6%,i,37,8%,1.1%,0.2,60,-41%,-92%,8%
Cc1ccc(S(=O)(=O)c2cc3c(=O)n4cccc(C)c4nc3n(C3CCCCC3)c2=N)cc1,?,.,4.2%,i,23,-9%,-0.1%,3.6,47,-5%,23%,-3%
Cc1nc(-c2cccc(NC(=O)c3ccco3)c2)cs1,i,0.4,1.5%,i,47,-15%,-0.1%,0.2,53,-30%,-8%,-4%
COc1cc(OC)c2c(c1)C(=O)OC2,i,0.2,9.2%,i,46,19%,0.0%,-0.5,83,-8%,-3%,6%
COc1ccccc1N(CC(=O)NC(C)(C)C)S(=O)(=O)c1cccs1,i,1.3,8.4%,i,41,-26%,-0.2%,-0.4,76,-20%,6%,1%
CCOC(=O)Cn1c(CN2CC(C)OC(C)C2)nc2c1c(=O)n(C)c(=O)n2C (configuration not stated),i,2.8,6.2%,i,22,-13%,1.0%,0.7,36,12%,4%,-1%
COc1ccccc1N1CCN(C(=O)c2noc(C(C)C)c2[N+](=O)[O-])CC1,i,4.0,-0.4%,i,28,-12%,-0.1%,0.6,44,-25%,14%,-11%
NS(=O)(=O)c1ccc(CCNC(=O)CC(c2ccccc2)c2ccccc2)cc1,i,0.5,-1.7%,i,60,-43%[20 µM],-0.4%,1.4,63,-23%,13%,-7%
Cc1ccc(-c2nc(-c3cccnc3)no2)c(C)c1,i,1.4,2.4%,i,32,-13%,-0.1%,-0.1,78,-27%,-70%,1%
Cc1ccc(-c2nnc3ccc(SCC(=O)Nc4cc(C)on4)nn23)cc1,i,1.1,0.0%,i,28,20%,-0.1%,-0.4,79,3%,22%,13%
CCc1cccc(N(CC(=O)NC2CCCCC2)C(=O)c2csnn2)c1,i,0.5,1.4%,i,18,-53%,0.2%,-0.6,53,-9%,-2%,8%
C=CCn1c(SCC(=O)N2CCc3ccccc3C2)nc2sc(CC)cc2c1=O,i,0.6,-0.4%,i,12,14%,0.3%,27,39,47%,24%,3%
Cc1nn(C)c(C)c1C(=O)NN,i,0.5,-8.9%,i,23,9%,-0.1%,0.2,55,2%,12%,16%
O=C(CNc1ccc(F)cc1)N/N=C/c1c(O)ccc2ccccc12,i,0.1,-3.8%,i,14,-16%,-0.1%,14,81,-4%,54%*,2%
O=C(Nc1ccccc1)C1=C[C@@H](C2CCCCC2)C[C@@H](OCCCCO)O1,i,1.6,3.5%,i,54,-10%,0.2%,-0.9,89,-38%,7%,2%
Cc1nn2cc(-c3ncc(C(F)(F)F)cc3Cl)cnc2c1Br,i,0.3,-3.0%,i,35,5%,0.4%,1.8,62,-7%,-70%,17%
Cc1ccccc1Cc1c(C)nc2nc(SCC(=O)NCCCN3CCCC3)nn2c1C,i,1.5,-3.8%,i,44,-23%,0.3%,-1.1,38,-31%,14%,10%
COC(=O)c1ccc(NC(=O)C2C3CCC(C3)C2C(=O)O)cc1 (configuration not stated),i,0.4,2.7%,i,0,-23%,0.2%,2.4,68,-23%,3%,1%
Cc1cccc(NC(=O)CCCN2C(=O)c3cccc4cccc(c34)C2=O)c1,i,3.8,2.7%,i,23,-3%,-0.2%,2.0,68,.,8%,-4%
CC(C)c1ccc(NS(=O)(=O)c2ccc3c(c2)NC(=O)CO3)cc1,i,2.4,-0.6%,i,11,-27%,-0.1%,5.9,65,7%,24%,-5%

# Source: PubChem BioAssay (several laboratories)
